Artemis endo inh – blocks endonuclease activity of human Artemis; Q96SD1; recombinant Artemis, quenched FAM hairpin cleavage fluorescence; inhibition, % at 10 µM; 30,000 tested, 0.78% active; AID 686954;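 active means at 10 µM dose, at least 30% inhibition, measured as corrected fluorescence normalized to stimulator and neutral control wells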
Target sequence (Q96SD1 whole entry, looked up): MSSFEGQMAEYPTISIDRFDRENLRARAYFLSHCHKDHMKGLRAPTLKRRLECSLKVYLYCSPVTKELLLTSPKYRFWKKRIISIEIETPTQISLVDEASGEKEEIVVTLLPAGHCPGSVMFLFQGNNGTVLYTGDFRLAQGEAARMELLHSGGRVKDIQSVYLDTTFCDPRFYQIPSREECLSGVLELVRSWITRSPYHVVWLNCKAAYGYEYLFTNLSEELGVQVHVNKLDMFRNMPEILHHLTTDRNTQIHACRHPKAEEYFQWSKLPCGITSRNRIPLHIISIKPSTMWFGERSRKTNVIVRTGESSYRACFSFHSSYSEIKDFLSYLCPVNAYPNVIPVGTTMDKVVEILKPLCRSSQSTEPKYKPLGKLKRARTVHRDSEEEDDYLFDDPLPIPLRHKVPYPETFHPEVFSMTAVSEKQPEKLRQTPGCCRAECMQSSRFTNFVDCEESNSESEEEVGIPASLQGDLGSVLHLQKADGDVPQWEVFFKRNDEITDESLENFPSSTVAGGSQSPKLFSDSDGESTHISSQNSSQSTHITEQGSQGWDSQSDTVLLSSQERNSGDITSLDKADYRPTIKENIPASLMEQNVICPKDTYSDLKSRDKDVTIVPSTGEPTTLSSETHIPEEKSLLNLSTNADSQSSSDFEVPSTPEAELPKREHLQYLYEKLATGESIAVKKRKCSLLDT
An asterisk follows results filed as active.

SMILES | Artemis endo inh
O=C(c1ccccc1)N1CC(COc2ccccc2)OC(c2ccco2)O1 (stereo unspecified) | -0.1
O=C(O)CSc1nc2ccc(Cl)cc2[nH]1 | 3.5
COc1cccc(-c2nnc(SCC(=O)NCc3ccc4c(c3)OCO4)n2Cc2ccco2)c1 | 2.7
COc1ccc(NC(=O)C2=C(C)Nc3ncnn3C2c2ccccc2C(F)(F)F)c(OC)c1 (stereo unspecified) | -4.6
CC1(C)NC(=O)N(CC(O)COc2ccc(N3C(=O)c4ccccc4C3=O)cc2)C1=O (stereo unspecified) | -4.2
O=C(COC(=O)c1ccco1)NCc1cccs1 | -5.2
O=C(NCCN1CCOCC1)c1ccc(CS(=O)(=O)c2ccc(Cl)cc2)o1 | -5.6
COc1cccc(C(=O)Nc2nc3c(s2)CN(C)CC3)c1 | 19.1
COc1cc(NC(=O)c2cccs2)c(C(=O)OCC(=O)NCc2ccco2)cc1OC | 6.7
Fc1ccccc1-c1nc(-c2ccccc2)no1 | 2.1
CC(=O)Cc1nsc(Nc2ccc3c(c2)OCCO3)n1 | 0.9
CCSc1nc2ccc(OC)cc2cc1C#N | 4.9
c1ccc(-c2cc(N3CCCCC3)ncn2)cc1 | -2.8
COc1ccc(-c2noc(-c3ccccc3C(=O)NCc3ccco3)n2)cc1 | -3.0
C=C(C)CSc1nnc2n(Cc3ccccc3)c(=O)c3c4c(sc3n12)CCC4 | 17.5
C=CCn1c(SCC(=O)NCc2ccco2)nc2sc3c(c2c1=O)CCCC3 | -4.3
Nc1[nH]n2c(=O)cc(-c3ccccc3)nc2c1N=Nc1ccccc1 | 47.3*
O=C(/C=C/c1ccc(OCCCF)cc1)NCc1ccc(Cl)c(Cl)c1 | -6.1
Cc1ccnc(NS(=O)(=O)c2ccc(NC(=O)c3ccc(C)o3)cc2)n1 | 1.3
COC(=O)[C@H](CCSC)NC(=O)Nc1ccc(OC)cc1 | -1.5

The final 2 entries of the part before come first, to join the parts.
SMILES | Artemis endo inh
Cc1ccnc(NS(=O)(=O)c2ccc(NC(=O)c3ccc(C)o3)cc2)n1 | 1.3
COC(=O)[C@H](CCSC)NC(=O)Nc1ccc(OC)cc1 | -1.5
c1ccc2c(c1)oc1c(Nc3ccc(CN4CCOCC4)cc3)ncnc12 | 2.3
Cc1noc(C)c1S(=O)(=O)N(CCc1ccccc1)Cc1ccccc1 | 9.2
Cc1ccc(-n2c(SCC(N)=O)nnc2-c2ccccn2)cc1C | -1.8
NC(=O)N1CCN(C(=O)c2ccco2)CC1 | 1.4
CCOC(=O)N1CCN(C(=O)N2CCOCC2)CC1 | -3.6
CCOC(=O)C1=C(CNCCc2ccc(Cl)cc2)NC(=O)NC1c1ccc2c(c1)OCO2 (stereo unspecified) | 5.7
CCOC(=O)C1CCN(c2ncnc3c2oc2ccc(Cl)cc23)CC1 | 2.5
Cc1ccc(Cl)cc1N1CCN(C(=O)C2CCN(S(=O)(=O)c3cccnc3)CC2)CC1 | -2.8
CC1(C)Cc2c(C#N)c(OCC(=O)c3ccc(Cl)cc3)nc(-c3ccco3)c2CO1 | 5.1
Cc1nn(C)c(C)c1N1C(=O)c2cccc3c(Br)ccc(c23)C1=O | -2.1
CC1(C)CC(O)C(CCC(O)c2ccccc2)C(C)(C)N1 (stereo unspecified) | -4.7
CC(C)C(c1nnnn1CCc1ccccc1)N1CCN(C(=O)c2ccco2)CC1 (stereo unspecified) | -0.7
O=C(Nc1ccccc1)c1ccccc1NC(=O)C1CCCCC1 | -0.7
CCNc1nc(N)nc(-c2cc(Cl)ccc2OC)n1 | -15.5
O=C(c1ccco1)N1CCN(C/C=C/c2ccccc2)CC1 | -8.2
CC1(C)N=C(c2cccs2)C(C)(C)N1O | -2.0
O=C(COC(=O)CCC(=O)c1cccs1)Nc1ccc(S(=O)(=O)N2CCOCC2)cc1 | -0.1
CCCCOC(=O)Nc1cc(Cl)ccc1C | -3.6
COc1ccc(Br)cc1-c1noc(-c2ccccc2)n1 | -2.3
CCCC(=O)Nc1ccc(S(=O)(=O)Nc2cc(C)nc(C)n2)cc1 | 1.8
CC1(C)Cc2c(c(-c3ccccc3Cl)[nH]c(=O)c2C#N)CO1 | -4.8
Cc1nn(Cc2c(Cl)cccc2Cl)c(C)c1NC(=O)c1cnn2c(C(F)F)cc(-c3ccccc3)nc12 | 25.0
O=C(CSc1nc2ccccc2s1)Nc1ncccn1 | 1.2
Cc1ccc(NC(=O)C(=O)NC(C)C2COc3ccccc3O2)cc1 (stereo unspecified) | -5.2
COc1cc(NC(=O)CCCSc2nc(-c3ccco3)cc(C(F)(F)F)n2)cc(OC)c1OC | 0.6
COc1cccc(Nc2c(F)c(OC)c(F)c(F)c2C(=O)O)c1 | 0.3
CC1(C)CC(=O)C=C(Nc2cccc(O)c2)C1 | 10.8
COc1c(C(C)C)cc(NC(C)=O)cc1C(C)C | -2.8
O=C1C(Cc2ccccc2)SC(=Nc2ccccc2)N1c1ccccc1 (stereo unspecified) | 10.5
CCOc1ncccc1C(=O)N1CCN(Cc2ccc3c(c2)OCO3)CC1 | 1.9

Reprinted at random: 4 records from the list
SMILES | Artemis endo inh
O=C(COC(=O)CCC(=O)c1cccs1)Nc1ccc(S(=O)(=O)N2CCOCC2)cc1 | -0.1
C=CCn1c(SCC(=O)NCc2ccco2)nc2sc3c(c2c1=O)CCCC3 | -4.3
Fc1ccccc1-c1nc(-c2ccccc2)no1 | 2.1
CCOc1ncccc1C(=O)N1CCN(Cc2ccc3c(c2)OCO3)CC1 | 1.9

Going on with the list:
SMILES | Artemis endo inh
CC1CCCN(Cc2nc3c(c(=O)n(C)c(=O)n3C)n2CCCc2ccccc2)C1 (stereo unspecified) | 4.9
CN(C)CCCOC(=O)c1ccc(Br)cc1 | -5.5
O=C(CSc1nnc(CNC(=O)c2c(F)cccc2Cl)o1)Nc1ccccc1 | -7.3
Cc1noc(C)c1S(=O)(=O)N1CCCC(C(=O)NCc2ccccn2)C1 (stereo unspecified) | -2.5
O=C(CN(C(=O)CNS(=O)(=O)c1ccccc1)C1CCCC1)NCC1CCCO1 (stereo unspecified) | 3.2
OCCCNCc1cccc2ccccc12 | -4.2
COc1ccccc1-c1csc(Cc2nnc3n2CCCCC3)n1 | -10.5
CN(Cc1ccncc1)C1CC(=O)N(c2ccc(Cl)cc2)C1=O (stereo unspecified) | -5.6
O=C1c2ccccc2S(=O)(=O)N1Cc1cc(=O)n2ccsc2n1 | -0.3
CC(C)c1nc2sc3c(NCc4ccccc4)ncnc3c2c2c1COC(C)(C)C2 | 2.6
COc1ccc(CN(CC(=O)NCC2CCCO2)C(=O)CCC(=O)Nc2cc(C)on2)cc1 (stereo unspecified) | -2.8
COc1ccc(Br)cc1-c1noc(-c2ccccc2F)n1 | -2.9
CC1(C)Cc2c(sc3c2c2ncnn2c2nnc(SCC(=O)NCc4ccco4)n32)CO1 | -5.3
Cn1c(-c2sc3cc(C(F)(F)F)cnc3c2-c2ccccc2)n[nH]c1=S | 16.8
O=c1c2c3c(sc2ncn1/N=C/c1ccc([N+](=O)[O-])o1)CCCC3 | 10.3
COc1ccc(OC)c(NC(=O)CSc2nnc(-c3ccco3)n2-c2ccc(C(=O)O)cc2)c1 | -2.9
Cn1c(C(=O)O)c(CC(=O)NCC2COc3ccccc3O2)c2ccccc21 (stereo unspecified) | -1.7
Cc1sc2nc3c4ccccc4c(NCc4ccco4)nn3c(=O)c2c1C | 25.1
CC(=O)Nc1ccc(NC(=O)CSc2ccc(C)cc2)cc1 | -4.3
CCOc1ccc(N(Cc2cc3ccc(C)cc3[nH]c2=O)C(=O)COC)cc1 | 4.7
CC1(C)Cc2c(sc3c2C(=O)N(c2ccccc2)C2=NCCN23)CS1 | 9.8
Cn1nc(C(=O)NC2=NCCS2)ccc1=O | -3.6
CC1(C)CC(=O)c2cnc(NC(=O)c3ccco3)nc2C1 | -2.4
COc1cccc(C(=O)NC(=S)Nc2ccc(Cl)c(C(=O)O)c2)c1 | -0.5
COC(=O)C(C(=O)OC)c1ccccc1[N+](=O)[O-] | -2.6
COc1ccccc1-c1nn2c(=O)cc(C)nc2s1 | 3.4
CCC1(C)Cc2ccccc2/C(=C/C(=O)N2CCCCC2)N1 (stereo unspecified) | -5.0
Cc1cc(C)n(-c2nncn2NC(=O)c2ccc(Cl)cc2O)n1 | 9.5
Nc1nonc1C(=O)OCC(=O)N1CCCCC1 | -7.0
CCOc1ccc(N2C(=O)CN=C2Nc2ccccc2F)cc1 | -4.0

4 entries from above, field by field:
CC1(C)Cc2c(sc3c2C(=O)N(c2ccccc2)C2=NCCN23)CS1
  Artemis endo inh: 9.8

Cn1nc(C(=O)NC2=NCCS2)ccc1=O
  Artemis endo inh: -3.6

CC1(C)CC(=O)c2cnc(NC(=O)c3ccco3)nc2C1
  Artemis endo inh: -2.4

COc1cccc(C(=O)NC(=S)Nc2ccc(Cl)c(C(=O)O)c2)c1
  Artemis endo inh: -0.5

Continued:
SMILES | Artemis endo inh
O=C(NNC(=O)c1sc2cccc(Cl)c2c1Cl)Nc1ccccc1 | 15.2
Cc1cc(C)cc(Oc2nc(-c3ccccc3)cc(C)c2S(C)(=O)=O)c1 | 1.7
CCC(C)c1ccc(NC(=O)COC(=O)C2=COCCO2)cc1 (stereo unspecified) | -5.5
c1ccc(-c2cc(CSc3nc4ccccc4[nH]3)on2)cc1 | 5.6
CCOC(=O)c1sc(C)c2c(=O)n(CCCN3CCOCC3)cnc12 | -6.3
CCCN(CC(=O)c1cc(C)n(C)c1C)S(=O)(=O)c1cccc(C(F)(F)F)c1 | 12.4
CCCN(C#N)c1nc(NCC)nc(NC(C)C)n1 | -0.9
COc1cc(/C=C/C(=O)O)cc(S(=O)(=O)N(C)CCO)c1OC | -2.8
Cc1cc(/C=N\O)c(C)n1-c1ccncc1 | 1.3
CC(C)(C)c1ccc(OCC(=O)N2CCN(C=O)CC2)cc1 | -5.5

Copied from the list.
Under Artemis endo inh, c1ccc(-c2cc(CSc3nc4ccccc4[nH]3)on2)cc1 reads 5.6
Under Artemis endo inh, CCCN(C#N)c1nc(NCC)nc(NC(C)C)n1 reads -0.9

Further compounds:
SMILES | Artemis endo inh
O=c1cc(-c2ccccc2)nc2nc(-c3ccco3)[nH]n12 | 35.5*
Cc1cccc(-n2c(=O)c3c(n4cnnc24)-c2ccccc2CC32CCCCC2)c1 | 20.2
O=C(Nc1ccc(S(=O)(=O)N2CCCC2)cc1)c1cccnc1 | -7.2
CCN(C(=O)CSc1nnc(-c2ccncc2)n1C)C1CCS(=O)(=O)C1 (stereo unspecified) | -2.7
CC1CN(C(=S)NC(=O)c2ccc([N+](=O)[O-])cc2)CC(C)O1 (stereo unspecified) | -7.6
CC(C)Cn1c(N)c(C(=O)COC(=O)CC23CC4CC(CC(C4)C2)C3)c(=O)n(C)c1=O | 8.2
Cc1ccccc1CCNC(=O)C1CCN(S(=O)(=O)c2ccc(-n3cnnn3)cc2)CC1 | -3.5
CCOc1ccc(NC(=O)C2CCN(S(=O)(=O)c3c(C)n[nH]c3C)CC2)cc1 | -12.8
COc1cc(CCC(=O)OCC(=O)Nc2ncc(Cl)cc2Cl)cc(OC)c1OC | 6.7
Cc1cc(C)nc(NS(=O)(=O)c2ccc(NC(=O)c3ccco3)cc2)n1 | -4.2
CC1CN(C(=O)c2cccc(C(=O)N3CC(C)OC(C)C3)c2)CC(C)O1 (stereo unspecified) | -0.1
COc1cc(OC)cc(C(=O)NCCNC(=O)c2ccco2)c1 | -6.5
CCc1c(C)[nH]c2ccc(C)cc2c1=O | 0.8
O=C(CCCN1C(=O)c2ccccc2C1=O)Nc1ccccc1C(=O)N1CCOCC1 | -8.1
CCOC(=O)CNc1c(-c2ccc(Cl)cc2)nc2cnccn12 | 1.9
CCOCCc1nnc(NC(=O)c2cccc(F)c2)s1 | -11.7
CCCCN(Cc1cc2cc(OC)ccc2[nH]c1=O)C(=O)c1ccco1 | 10.5
O=C(O)c1ccc(CSc2nnc(SCc3ccccc3)s2)cc1 | 0.5
CCCOC(=O)CSc1nnc(-c2cc(OC)c(OC)c(OC)c2)o1 | -6.1
Cc1ccc(NC(=O)Cc2ncc(C(F)(F)F)cc2Cl)cc1Cl | -3.5
COc1cc(C(=O)NCc2nnc(SCC(=O)NCc3ccccc3)o2)cc(OC)c1OC | -9.9
Cc1ccc(NC(=O)C2COc3ccccc3O2)nc1 (stereo unspecified) | 0.2
Cc1onc(-c2ccccc2)c1-c1nc2ccccc2c(=O)o1 | 7.3
CCCCC(=O)Nc1ccc(N2CCCC2)cc1 | 44.3*
COc1cc(CNn2cnnc2)ccc1OCC(=O)NC(C)(C)C | -5.3
CCOC(=O)c1ccccc1NC(=O)c1cccc(F)c1 | -3.3
O=C1CCCc2ccccc2N1Cc1ccc(Cl)cc1Cl | 10.0
Cc1cccc(Nc2nc(-c3ccc4c(c3)OCCO4)cs2)c1 | -4.3
CC(Sc1nc(N(C)C)nc(N2CCOCC2)n1)C(=O)Nc1ccccc1 (stereo unspecified) | -2.7
COc1ccc(S(=O)(=O)N(C)CC(=O)Nc2ccc3c(c2)OCO3)cc1OC | 5.8
Cc1ccc(S(=O)(=O)N/N=C/c2cnn(C)c2C)cc1 | -2.0
CCOC(=O)NC(=O)/C(C#N)=N/Nc1c(F)cccc1F | 2.4
Cc1nn(Cc2ccccc2)c(N)c1C#N | -12.7
C/C(N)=C(/C#N)C(=O)CSc1nnc(Nc2ccccc2C)s1 | 0.4
Cc1ccccc1CNC(=O)c1ccccc1C | -14.0
COc1ccc(C)cc1S(=O)(=O)N(C)CC(=O)Nc1ccccc1 | 1.7
COc1ccc([C@@H]2[C@H]3CN(C(C)=O)CC=C3C(C#N)=C(N)C2(C#N)C#N)c2ccccc12 | 7.5
CCCOC(=O)c1ccc(OCC(O)CN2CCN(C(=O)c3ccccc3)CC2)cc1 (stereo unspecified) | -7.6
CCOc1ccc(CNc2ncnc(N)n2)cc1 | 1.1
Cc1cccc(-c2cc3nc(-c4ccccc4)cc(N4CCC5(CC4)OCCO5)n3n2)c1 | -1.9
CC(=O)N1CCN(c2ccc(Nc3nc(C)nc4c3oc3ccccc34)cc2)CC1 | 7.0
CCOC(=O)c1c(-c2ccccc2)oc2ccc(OC)cc12 | -1.8
COc1cc(NS(=O)(=O)c2ccc(F)cc2)c(C(=O)O)cc1OC | 4.6
C/C(N)=C(/C#N)C(=O)CSc1nnc(SCc2ccc(Cl)cc2)s1 | -1.0
COCCNCCOCCOc1ccc(Cl)c(C)c1 | -3.5
O=C(NC1CCCCC1)N1CCCC(c2nc(-c3cccs3)no2)C1 (stereo unspecified) | -7.0

Only part of the results is shown; the hit share may differ from the screen's.
